Screening data deposited in PubChem BioAssay by The Scripps Research Institute Molecular Screening Center.
ASAP1 inh – inhibitors of human ASAP1 ArfGAP activity, primary screen, biochemical, fluorescence polarization; Arf-GAP with SH3 domain, ANK repeat and PH domain-containing protein 1 (Homo sapiens), …; ASAP1-stimulated ARF1 GTP hydrolysis, GDP FP detection; inhibition, % at 16.5 µM; actives 0.19% (n = 360,000); AID 624377, 2012; in the data active = inhibition above about 25%;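 also: 0% = vehicle with enzyme and substrate and 100% = no enzyme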
TDP2 inh – human TDP2 enzyme inhibitors, primary screen, biochemical, epi absorbance, recombinant enzyme. Tyrosyl-DNA phosphodiesterase 2 (Homo sapiens), O95551. T5PNP hydrolysis, p-nitrophenol absorbance 415 nm. inhibition, % at 12.8 µM. actives 0.34% (n = 370,000). AID 720702, 2013;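 active = inhibition above the mean of all tested compounds plus 3 SD, set per campaign, cut at about 25% in these data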;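 also: 0% = DMSO with enzyme and 100% = buffer with substrate but no TDP2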
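System – recombinant human TDP2 · Quantity – TDP2 enzyme at 120 nM final · Doses – single concentration, 12.8 µM nominal, with 1% DMSO · Incubation – 2 h at 37 °C · Measured by – epi absorbance of p-nitrophenol freed from T5PNP by hydrolysis · Read-out – % inhibition relative to enzyme-containing and enzyme-free wells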
ADAM17 inh – ADAM17 inhibitors, primary screen, biochemical, QFRET; inhibition, % at 6.95 µM; Disintegrin and metalloproteinase domain-containing protein 17 (Homo sapiens), P78536; recombinant ADAM17, EDANS/DABCYL FRET peptide cleavage; actives 0.83% (n = 370,000); AID 720648, 2013;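 active = inhibition above the mean of compounds lying between control limits plus 3 SD, set per campaign, cut at about 8.5% in these data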;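 also: 0% = DMSO-only wells as the low control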
Target sequence (P78536 215-824 limits assumed): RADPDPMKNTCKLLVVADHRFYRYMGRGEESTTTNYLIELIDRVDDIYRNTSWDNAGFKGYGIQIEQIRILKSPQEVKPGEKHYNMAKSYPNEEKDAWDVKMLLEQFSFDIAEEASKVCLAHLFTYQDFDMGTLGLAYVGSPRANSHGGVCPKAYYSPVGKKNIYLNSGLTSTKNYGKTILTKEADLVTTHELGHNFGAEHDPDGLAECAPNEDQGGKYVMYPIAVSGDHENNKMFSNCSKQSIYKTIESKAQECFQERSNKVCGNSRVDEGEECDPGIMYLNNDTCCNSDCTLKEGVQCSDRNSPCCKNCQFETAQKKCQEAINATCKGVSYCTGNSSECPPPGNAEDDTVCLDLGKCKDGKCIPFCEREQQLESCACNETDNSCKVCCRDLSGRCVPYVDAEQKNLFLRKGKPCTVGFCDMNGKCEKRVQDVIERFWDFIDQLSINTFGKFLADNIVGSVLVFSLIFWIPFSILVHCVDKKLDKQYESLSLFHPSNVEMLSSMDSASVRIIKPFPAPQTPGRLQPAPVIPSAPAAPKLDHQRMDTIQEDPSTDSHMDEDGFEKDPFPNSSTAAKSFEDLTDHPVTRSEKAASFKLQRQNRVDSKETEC
PLCg1 inh – PLC-gamma1 enzyme inhibitors, primary screen, biochemical, fluorescence, purified enzyme | inhibition, % at 12.2 µM | actives 0.84% (n = 370,000) | 1-phosphatidylinositol 4,5-bisphosphate phosphodiesterase gamma-1 (Homo sapiens), P19174 | fluorogenic substrate; in the data active = inhibition above about 9.5%
LEDGF integ inh – blockers of LEDGF/p75-dependent integrase strand transfer – biochemical, TR-FRET, high throughput, primary screen | actives 0.64% (n = 370,000) | TR-FRET IN-LEDGF/p75 DNA integration, Eu/Cy5 | inhibition, % at 3.7 µM | AID 743269, 2014;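 active = inhibition above the screen-wide mean plus 3 SD, cut at about 13% in these data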;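 also: signal is the Cy5 over europium emission ratio at 671 and 618 nm; 0% = plate median of compound wells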
Tn7 DDE FP – inhibitors of Tn7 peptide binding to fibrin DD(E), primary screen, biochemical, fluorescence polarization, human fibrin, Tn7 probe; Fibrinogen beta chain (Homo sapiens), P02675; FP displacement of FITC-Tn7 peptide from fibrin DD(E); 0% = median of compound wells per plate; inhibition, % at 8.3 µM; actives 0.13% (n = 370,000); AID 720508, 2013;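 active = inhibition above the mean of compounds falling within the control limits plus 3 SD of them, cut at about 14% in these data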;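 also: 0% = plate median of compound wells and 100% = 10 µM Aha-Tn7 peptide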
Target sequence (P02675 whole entry, looked up): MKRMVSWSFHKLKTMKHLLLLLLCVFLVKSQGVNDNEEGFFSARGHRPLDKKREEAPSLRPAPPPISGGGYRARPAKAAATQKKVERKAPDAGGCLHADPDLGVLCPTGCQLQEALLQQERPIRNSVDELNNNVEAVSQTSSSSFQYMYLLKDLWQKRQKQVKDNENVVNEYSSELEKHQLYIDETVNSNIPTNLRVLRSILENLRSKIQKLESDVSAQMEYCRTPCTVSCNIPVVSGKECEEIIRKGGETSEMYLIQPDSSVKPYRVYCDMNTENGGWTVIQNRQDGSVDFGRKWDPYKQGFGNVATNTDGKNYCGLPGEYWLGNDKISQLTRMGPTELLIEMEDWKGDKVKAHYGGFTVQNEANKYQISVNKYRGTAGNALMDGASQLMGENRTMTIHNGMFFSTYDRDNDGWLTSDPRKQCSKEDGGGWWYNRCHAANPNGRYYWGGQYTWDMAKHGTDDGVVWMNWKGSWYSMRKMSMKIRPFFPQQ
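Assay system: Human fibrin DD(E) protein | Medium: Tris buffer with calcium and detergent, pH 7.8 | Reagent: 0.1 µM fluorescent Tn7 | Compound dosing: Single point at 8.3 µM | Times: 10 min preincubation, 3 h with tracer, room temperature | Detection: Fluorescence polarization of the labelled Tn7 tracer | Controls: Aha-Tn7 high control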
proKLK7 act – proKLK7 zymogen activators, primary screen, biochemical, fluorescence intensity; activation, % at 7 µM; actives 0.9% (n = 370,000); purified proKLK7, EDANS-DABCYL substrate fluorescence; 100% is mature enzyme control, 0% vehicle; Kallikrein-7 (Homo sapiens), P49862;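 active = activation above the mean of all tested compounds plus 3 SD, computed per campaign excluding outliers beyond control limits, cut at about 13% in these data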
ARFGAP1 inhibitor – inhibitors of rat ARFGAP1 GAP activity, primary screen, biochemical, fluorescence polarization, GDP tracer; Arfgap1-stimulated ARF1 GTP hydrolysis, GDP FP detection; ADP-ribosylation factor GTPase-activating protein 1 (Rattus norvegicus), Q62848; inhibition, % at 16.5 µM; actives 0.26% (n = 360,000);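 active = inhibition above a per-plate limit, mean inhibition of low control wells plus 3 SD, cut at about 25% in these data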;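 also: 0% = DMSO wells with enzyme and 100% = wells lacking Arfgap1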
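system = rat Arfgap1 catalytic domain, aa 1-136 | technique = FP, GDP Alexa 633 tracer displaced from anti-GDP antibody, 620/688 nm | compound = one concentration, 16.5 µM, DMSO 1.26% | medium = HEPES-based buffer, pH 7.5 | timing = compound-enzyme preincubation 20 min, reaction 120 min, detection 60 min, 25 °C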
DDE Tn6 FP inh – inhibitors of Tn6 peptide binding to fibrin DD(E), primary screen, biochemical, fluorescence polarization, human fibrin, Tn6 probe; actives 0.21% (n = 370,000); Fibrin DD(E) TRITC-Tn6 fluorescence polarization displacement; inhibition, % at 8.3 µM; Fibrinogen beta chain (Homo sapiens), P02675;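 active = inhibition above a per-campaign cutoff: mean of compounds within control limits plus 3 SD, cut at about 15% in these data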;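 also: 0% = median of all compound wells on the plate and 100% = blocking peptide control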
ADAM10 inh – human ADAM10 inhibitors, primary screen, biochemical, QFRET, HTS; Disintegrin and metalloproteinase domain-containing protein 10 (Homo sapiens), O14672; recombinant ADAM10, EDANS/DABCYL FRET peptide cleavage, 3 h; inhibition, % at 7 µM; actives 0.62% (n = 370,000); AID 720582, 2013;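 active = inhibition above a per-campaign cutoff equal to the mean of compounds falling between control-based bounds plus 3 SD, cut at about 20% in these data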;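 also: 0% = DMSO wells while the 100% control is not disclosed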
* = called active by the depositor; i = inactive. Compounds were not picked by outcome, and some 4.2% of all compounds hit somewhere here.

Start of the data: the first 3 compounds, ahead of the listing:
SMILES | ASAP1 inh | TDP2 inh | ADAM17 inh | PLCg1 inh | LEDGF integ inh | Tn7 DDE FP | proKLK7 act | ARFGAP1 inhibitor | DDE Tn6 FP inh | ADAM10 inh
Cc1c(N2C(=O)/C(=C/c3cccc4ccccc34)SC2=S)c(=O)n(-c2ccccc2)n1C | -3 | -3 | 0 | -1 | 3 | -5 | 0.6 | -1 | 2 | -2
COC(=O)C1=C(C)N(C)C(C)=C(C(=O)OC)C1c1ccncc1 | 1 | 5 | -4 | -5 | 0 | 2 | -0.1 | -12 | -10 | -14
CC1CN(Cc2c(O)ccc3c(=O)c(-c4ccccc4)coc23)CC(C)O1 (configuration not stated) | -16 | 3 | -354 | i | 0 | -2 | 82* | -14 | 4 | i

This part in full, previewed entries included:
SMILES | ASAP1 inh | TDP2 inh | ADAM17 inh | PLCg1 inh | LEDGF integ inh | Tn7 DDE FP | proKLK7 act | ARFGAP1 inhibitor | DDE Tn6 FP inh | ADAM10 inh
Cc1c(N2C(=O)/C(=C/c3cccc4ccccc34)SC2=S)c(=O)n(-c2ccccc2)n1C | -3 | -3 | 0 | -1 | 3 | -5 | 0.6 | -1 | 2 | -2
COC(=O)C1=C(C)N(C)C(C)=C(C(=O)OC)C1c1ccncc1 | 1 | 5 | -4 | -5 | 0 | 2 | -0.1 | -12 | -10 | -14
CC1CN(Cc2c(O)ccc3c(=O)c(-c4ccccc4)coc23)CC(C)O1 (configuration not stated) | -16 | 3 | -354 | i | 0 | -2 | 82* | -14 | 4 | i
CC(Oc1ccc2ccc(=O)oc2c1)C(=O)NCCN1CCOCC1 (configuration not stated) | 10 | -1 | -20 | -5 | 0 | -5 | -0.1 | 11 | 2 | -62
CC(C)(O)C(=O)NNC(=S)NCc1ccco1 | -5 | 0 | -1 | 9 | 11 | 1 | -0.8 | -11 | -2 | -1
CCCCn1nc(NC(=O)c2cccs2)c2cc3cc(OC)ccc3nc21 | 8 | -4 | -45 | -394 | -4 | -1 | -14 | -4 | 3 | -137
S=C(NCC1CCCO1)Nc1cccc(Cl)c1 (configuration not stated) | 0 | -1 | 4 | 3 | 2 | 1 | 0.2 | 16 | 0 | 9
CNc1ncnc2c1ncn2[C@H]1CN(Cc2ccc(F)cc2)C[C@@H](CO)O1 | 1 | 5 | -4 | 0 | -1 | -3 | 0.2 | 0 | -4 | -6
COc1cccc(NC(=O)Nc2ccccc2SC)c1 | 5 | 0 | 6 | 8 | 3 | -1 | -0.3 | 4 | 3 | 8
Cc1ccc(-c2cnc(NC(=O)CCC(=O)N(C)Cc3ccccc3)n2C)cc1 | 4 | -9 | -2 | 2 | 38* | 6 | 0.3 | -4 | 1 | -2
COc1ccc(NS(=O)(=O)c2ccc(Oc3cccc(C(=O)O)c3)cc2)cc1 | -5 | -10 | -2 | 1 | 4 | 3 | -0.1 | 8 | -4 | 8
O=C(COC(=O)c1cccnc1SC(F)F)NC1CC1 | 7 | -6 | 0 | 2 | -5 | -2 | -0.4 | 8 | 5 | -17
COc1ccc(-c2nc(CS(=O)(=O)CC(=O)Nc3cccc(C(C)=O)c3)c(C)o2)cc1 | 16 | -1 | 0 | -3 | 2 | -7 | -0.8 | 27* | 4 | 1
O=S1(=O)CC(O)C(NCc2ccco2)C1 (configuration not stated) | -18 | 3 | -2 | 1 | 3 | -3 | 0.9 | 1 | 7 | -4
Cn1c(=O)c2sccc2n(Cc2ccc(Br)cc2)c1=O | -5 | -16 | 0 | 0 | 7 | 3 | 0.5 | 5 | -5 | 2
CCn1c(=O)n(CC)c2cc(N3CCCC3)c(NC(=O)c3ccccc3OC)cc21 | -9 | 12 | 1 | -26 | -1 | 11 | 0.0 | -1 | 4 | 1
CS(=O)(=O)N1CCC(C(=O)Nc2ccc(F)cc2)CC1 | 2 | 5 | -2 | -1 | -2 | -6 | -0.4 | 8 | -6 | -3
COc1ccc(-c2cn[nH]c2-c2ccc(O)cc2O)cc1 | -4 | -17 | -2 | 7 | 0 | 5 | 0.2 | 9 | 1 | 4
COc1ccc(C(=O)O/N=C(\C)c2ccccc2)cc1 | 0 | -6 | -3 | 0 | 2 | 2 | 0.0 | 0 | 2 | -6
O=C(NCCC(=O)N(Cc1ccco1)Cc1cccs1)c1ccccc1Cl | 8 | 8 | -2 | -1 | -1 | 1 | 0.3 | -1 | -5 | -7
O=C(Nc1cc(C(F)(F)F)ccc1N1CCCCC1)c1ccco1 | 4 | 0 | 1 | 7 | 0 | 4 | -0.1 | 16 | -5 | 4
CC(C)C[C@H](N)c1nnc(S(=O)(=O)Cc2cccc(F)c2)o1 | 3 | -4 | 1 | 3 | -1 | 4 | -0.5 | 1 | 3 | -5
O=C(NC1CSC/C1=N\O)c1ccccc1 (configuration not stated) | 1 | 9 | -3 | -1 | -1 | 6 | -0.1 | -3 | 4 | -6
COc1ccc(NC(=O)CCCOc2ccc(C)cc2)cc1S(=O)(=O)N1CCCCC1 | 2 | 0 | 0 | 7 | -5 | 0 | -0.6 | 3 | 1 | 5
CCC(=O)N1CCC1(C)C(=O)Nc1ccc(C)c(C)c1 (configuration not stated) | -8 | 1 | -1 | 2 | 2 | -1 | 1.0 | -8 | -6 | -2
O=S(=O)(NCc1ccc(Cl)cc1)c1cnc[nH]1 | 1 | 0 | -6 | 2 | 0 | 2 | 1.0 | -3 | 6 | 0
CCOc1ccc(C(=O)CC(NCc2cccs2)C(=O)O)cc1 (configuration not stated) | 2 | 6 | 2 | -2 | -2 | 10 | 0.6 | -7 | 0 | -6
Cc1ccc(NC(=S)NCCC(c2ccccc2)c2ccccc2)c(C)c1 | -10 | -1 | 5 | 5 | 1 | 6 | -0.2 | 7 | 1 | 14
O=C(C1CCCN(c2ncnc3c2nc2n3CCCCC2)C1)N1CCN(c2ccccc2F)CC1 (configuration not stated) | -9 | 4 | -6 | 0 | -3 | -1 | 0.3 | -8 | -2 | -2
O=C(CCNS(=O)(=O)c1cccc2nsnc12)Nc1ccc2c(c1)OCCO2 | 5 | -2 | -2 | 0 | -1 | 5 | -0.2 | -5 | 3 | 4
COC(=O)C1CCN(C2CN(Cc3ccccc3)S(=O)(=O)C2)CC1 (configuration not stated) | 3 | 10 | -6 | -2 | 0 | 0 | 1.1 | 7 | -6 | -9
CCc1ccccc1NC(=O)CN1CCN(C(=O)CNC(=O)c2ccccc2F)CC1 | 16 | 5 | 0 | 0 | 2 | 9 | -0.2 | -9 | -8 | 0
NC(=O)NS(=O)(=O)Oc1ccccc1 | 2 | 0 | 2 | 1 | -7 | 1 | 0.4 | 1 | 0 | 7
COc1ccc(C2/C(=C(/O)c3ccc(C)cc3)C(=O)C(=O)N2CC2CCCO2)cc1OC (configuration not stated) | 3 | 0 | 1 | 1 | 1 | -1 | 0.0 | -2 | 4 | -5
NC(=O)c1ccc(NC(=O)COC(=O)c2c3c(nc4ccccc24)/C(=C\c2cccs2)CCC3)cc1 | 12 | 8 | 2 | -42 | -2 | 2 | 0.3 | -11 | 5 | 2
c1ccc(-c2nnc3nc(N4CCCCC4)nc(N4CCCCC4)n23)cc1 | 8 | 10 | -3 | 0 | -1 | 7 | -0.6 | 2 | -3 | 1
CC(C)CCC(=O)N1CCC(N2CCC(C(=O)NCc3ccccn3)CC2)CC1 | 2 | 1 | -3 | -7 | 4 | -6 | -1.2 | 8 | 0 | -3
Cc1cc2cc3c(C)cc(=O)oc3c(C)c2o1 | -5 | -3 | -90 | -144 | -3 | 7 | 5.1 | 5 | -10 | -150
CC1(C)OC(=O)C2=C(C[C@@H](C3CC3)O[C@H]2CCc2cccc(Cl)c2)O1 | 9 | -11 | 4 | 2 | -4 | 3 | 0.2 | 7 | -1 | 13
COc1ccccc1CNC(=O)C1CCN(S(=O)(=O)c2cccc3nonc23)CC1 | -8 | 6 | -3 | 2 | -4 | -4 | 0.1 | 7 | 10 | 2
Cc1ccc(Sc2cc(C)nc(-c3ccccn3)n2)cc1 | -2 | 9 | 0 | 0 | 8 | 7 | -0.3 | 3 | -2 | 3
COCc1nnc(N)s1 | 2 | 1 | -3 | 2 | -2 | 1 | 0.6 | -9 | 3 | -4
Cc1nc(Cc2nnc(SCC(=O)N3CC(=O)Nc4ccccc43)o2)cs1 | -3 | 3 | -1 | 0 | 0 | -1 | 0.4 | 8 | 2 | -13
COc1cccc(/C=N/n2c(COc3ccccc3)n[nH]c2=S)c1 | 6 | 1 | -5 | 2 | -8 | 1 | 0.0 | 14 | 1 | 5
C=CCn1c(SCC(=O)NC2CCCc3ccccc32)nnc1-c1ccncc1 (configuration not stated) | 2 | -6 | -2 | -1 | 0 | 2 | -0.1 | -1 | 2 | -11
COc1cccc(C(=O)Nc2cc([N+](=O)[O-])ccc2N2CCN(C)CC2)c1 | 5 | 1 | 1 | 4 | 0 | -7 | -0.8 | 5 | -5 | 7
COc1cc(OC)c(-c2noc(C(=O)OC(C)(C)C)c2C(=O)OC(C)(C)C)c(OC)c1 | -3 | 10 | -3 | -1 | 1 | -4 | -0.5 | 6 | 8 | -7
COc1cc(/C=C/C(=O)C2C(=O)C=C(C)OC2=O)cc(OC)c1O (configuration not stated) | 12 | -8 | 4 | -100 | 0 | -4 | -0.7 | 1 | -2 | -2
CC(/C=N/NC(=O)C(O)c1ccccc1)=C\c1ccccc1 (configuration not stated) | 15 | 0 | -3 | 0 | -2 | 1 | -0.8 | 4 | 2 | 0
COc1cccc(/C=C/c2n[nH]c(=O)c(C#N)c2C)c1 | -1 | -2 | -4 | -1 | -3 | 7 | -0.9 | 8 | 0 | 4
